MITF TRPM1 inh = reduces MITF-dependent TRPM1 promoter luciferase signal | SK-MEL-5 TRPM1 promoter luciferase, 24 h | inhibition, % at 12.5 µM | 330,000 compounds, 0.83% hits | AID 488899;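 active means mean inhibition across replicates of 60% or more, whatever share of single replicates reaches that level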; further: values of inactives mirror those of a sister screen read the other way
NR2E3 ag-1 = NR2E3 (human) agonism; GST-NR2E3/biotin-RetCOR TR-FRET, 1536-well; inhibition of corepressor binding, % at 4.78 µM; 320,000 compounds, 0.12% hits; AID 2300;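 active means percent inhibition above the cutoff of mean plus 3 SD of all tested compounds, set per screening campaign, cut at about 20% in these data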;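 further: 0% = DMSO wells and 100% = biotin wells as full block of FRET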
Target sequence (Q9Y5X4 whole entry, looked up): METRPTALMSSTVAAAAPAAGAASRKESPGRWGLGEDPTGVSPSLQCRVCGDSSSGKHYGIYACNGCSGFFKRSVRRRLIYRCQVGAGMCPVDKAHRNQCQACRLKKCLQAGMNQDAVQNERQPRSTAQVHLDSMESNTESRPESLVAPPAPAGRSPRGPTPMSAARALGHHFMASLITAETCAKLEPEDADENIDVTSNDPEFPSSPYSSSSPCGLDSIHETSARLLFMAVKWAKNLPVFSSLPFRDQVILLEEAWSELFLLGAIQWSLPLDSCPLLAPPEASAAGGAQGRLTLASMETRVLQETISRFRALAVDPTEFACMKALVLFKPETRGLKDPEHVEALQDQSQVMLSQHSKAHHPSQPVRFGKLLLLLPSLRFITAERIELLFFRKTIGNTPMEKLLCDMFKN
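Test system – NR2E3–RetCOR corepressor complex · Quantity – NR2E3 fusion 1.35 nM · Buffer or medium – Tris pH 7.5 · Incubation – Compound–protein incubation for 5 h at 4 °C · Technique – TR-FRET, Eu(K)-anti-GST donor, streptavidin-D2 acceptor, ex 340, em 617/671 nm · Evaluation – percent inhibition of 671/617 nm emission ratio versus biotin and DMSO controls · Plate – 1536-well format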
HIF-2a block = blocks HIF-2a reporter activity; 786-0 RCC cells HIF-2a reporter, luciferase luminescence, overnight; 360,000 compounds, 0.72% hits; inhibition, % at 18.8 µM;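 active means inhibition of the luminescence signal of 40% or more relative to plate controls, in a single-dose primary screen at 18.75 µM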
CaV13 FRET inh = Primary screen for inhibitors of IQ motif and Ca2+-dependent inactivation inhibitor domain binding in CACNA1D, Förster resonance energy transfer in living cells, …. 340,000 compounds, 0.098% hits. inhibition, % at 12.3 µM. AID 743397. HEK cells, CFP/YFP FRET ICDI-IQ, plate reader, 10 min; percent FRET-ratio fall versus neutral wells;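 active means mean replicate inhibition of at least 30% and at least 1% of replicates passing that level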;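 further: 0% = median of the neutral control wells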
NR2E3 ag-2 = agonists of human NR2E3 nuclear receptor; Q9Y5X4; inhibition of corepressor binding, % at 3.98 µM; AID 602229; 360,000 compounds, 0.35% hits; CHO-S Gal4-NCOR/VP16-NR2E3 two-hybrid, luciferase;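 active means inhibition above the mean of all tested compounds plus 3 SD, cut at about 70% in these data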;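 further: 0% = DMSO with NR2E3 transfected cells and 100% = cells lacking NR2E3 construct; higher means lower luciferase signal from less NR2E3 corepressor binding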
An asterisk follows results filed as active; · = no result given.

no. | structure | MITF TRPM1 inh | NR2E3 ag-1 | HIF-2a block
1 | NCCc1ccccn1 | · | -2 | ·
2 | NC(=O)c1ccc(N=Nc2c(O)[nH]c(=O)[nH]c2=O)cc1 | · | -1 | ·
3 | CCCCCCNC(=O)N[C@H](Cc1ccc(O)cc1)C(=O)NCCC[C@H]1CN2C(=NC[C@H]2CCC)N1CC1CCC1 | · | 3 | ·
4 | C[C@@]1(CO)[C@H](O)CC[C@@]2(C)[C@H]1CC[C@H]1C[C@@H]3C[C@@]12CC[C@]3(O)CO | · | -1 | ·
5 | O=C(c1cc(-c2ccccc2)on1)N1CCC2(CC1)OCCO2 | · | -2 | ·
6 | COc1ccc(C2C([N+](=O)[O-])=C(N)Oc3c2c(=O)oc2ccccc32)cc1 (stereo not drawn) | · | -1 | ·
7 | CC[C@@H](C(N)=O)N1CCCC1=O | · | 0 | ·
8 | OC(CNC1CCCCCCC1)c1ccccc1 (stereo not drawn) | · | -3 | ·
9 | Oc1cc2c(cc1O)[C@H]1c3ccccc3CN[C@@H]1CC2 | · | 4 | ·
10 | CCc1ccc(N2C(=O)NC(=O)/C(=C/c3ccsc3)C2=O)cc1 | · | 4 | ·
11 | C1=C(c2c[nH]c3ccccc23)CCNC1 | · | -2 | ·
12 | CC[C@H](C)[C@@H]1O[C@@]2(C=CC1C)CC1C[C@@H](CC=C(C)C(O[C@H]3CC(OC)C(O[C@H]4CC(OC)C(O)C(C)O4)C(C)O3)C(C)C=CC=C3CO[C@@H]4C(O)C(C)=C[C@@H](C(=O)O1)[C@]34O)O2 (stereo partly drawn) | · | 0 | ·
13 | CCCCCCNC(=O)N[C@@H](Cc1ccc(O)cc1)C(=O)NCCC[C@H]1CN2C(=NC[C@H]2C)N1CC1CCC1 | · | 1 | ·
14 | O=C(O)c1sc2cc(Cl)ccc2c1Cl | · | 10 | ·
15 | O=c1[nH]c(=S)n(C2CC2)c(O)c1C=NCc1cccnc1 | · | 2 | ·

no. | CaV13 FRET inh | NR2E3 ag-2
1 | · | ·
2 | · | ·
3 | · | ·
4 | · | ·
5 | · | ·
6 | · | ·
7 | · | ·
8 | · | ·
9 | · | ·
10 | · | ·
11 | · | ·
12 | · | ·
13 | · | ·
14 | · | ·
15 | · | ·

Complete entries, looked up by structure:
`Oc1cc2c(cc1O)[C@H]1c3ccccc3CN[C@@H]1CC2` across the screens: MITF TRPM1 inh = ·; NR2E3 ag-1 = 4; HIF-2a block = ·; CaV13 FRET inh = ·; NR2E3 ag-2 = ·
`C1=C(c2c[nH]c3ccccc23)CCNC1` across the screens: MITF TRPM1 inh = ·; NR2E3 ag-1 = -2; HIF-2a block = ·; CaV13 FRET inh = ·; NR2E3 ag-2 = ·
`O=C(c1cc(-c2ccccc2)on1)N1CCC2(CC1)OCCO2` across the screens: MITF TRPM1 inh = ·; NR2E3 ag-1 = -2; HIF-2a block = ·; CaV13 FRET inh = ·; NR2E3 ag-2 = ·

The list continues.
no. | structure | MITF TRPM1 inh | NR2E3 ag-1 | HIF-2a block
16 | CC(N)Cc1ccccc1Sc1ccc(O)cc1 (stereo not drawn) | · | 1 | ·
17 | Cc1cccc(N2C(=O)NC(=O)/C(=C/c3ccc(-c4ccc(C(=O)O)c(Cl)c4)o3)C2=O)c1 | · | 8 | ·
18 | C/C=C(\C)C(=O)OC1C(C)=C2C(C1OC(=O)CCCCC)C(C)(OC(C)=O)CC(OC(=O)CCC)C1(O)C2OC(=O)C1(C)O (stereo not drawn) | · | -1 | ·
19 | COP(=O)(OC)C(O)C(Cl)(Cl)Cl (stereo not drawn) | · | 1 | ·
20 | CCCCCCn1c(=O)c(C(=O)Nc2nnc(C)s2)c(O)c2ccccc21 | · | -2 | ·
21 | CC(C)[C@]12O[C@H]1[C@@H]1O[C@]13[C@]1(O[C@H]1C[C@H]1C4=C(CC[C@@]13C)C(=O)OC4)[C@@H]2O | · | -1 | ·
22 | Cn1cccc1CNCCc1ccccc1 | · | 1 | ·
23 | CCNc1cc(N2CCNCC2)ccc1[N+](=O)[O-] | · | 2 | ·
24 | Cn1c2ccccc2c2cnn(CC(=O)N3CCC4(CC3)OCCO4)c(=O)c21 | · | 3 | ·
25 | O=c1[nH]c(O)c(C=Nc2ccccc2[N+](=O)[O-])c(=O)[nH]1 | · | 3 | ·
26 | Clc1ccc(CO/N=C(\Cn2ccnc2)c2ccc(Cl)cc2Cl)c(Cl)c1 | · | 2 | ·
27 | CCOC(=O)c1ccc(-[n+]2c(-c3ccccc3)cc(-c3ccccc3)cc2-c2ccccc2)cc1 | 77* | -1 | ·
28 | CN1OC[C@@H]2CN3C4(C[C@@H]21)c1ccccc1C3(c1ccccc1)c1ccccc14 | · | · | ·
29 | O=C(NCCN1CCC2(CC1)C(=O)NCN2c1ccccc1)c1cc(C(F)(F)F)ccc1C(F)(F)F | · | · | ·
30 | CS(=O)(=O)N1Cc2cc(Br)ccc2-n2nncc2C1 | · | · | ·

no. | CaV13 FRET inh | NR2E3 ag-2
16 | · | ·
17 | · | ·
18 | · | ·
19 | · | ·
20 | · | ·
21 | · | ·
22 | · | ·
23 | · | ·
24 | · | ·
25 | · | ·
26 | · | ·
27 | · | ·
28 | -3 | ·
29 | -10 | ·
30 | -5 | ·

Three compounds from above, arranged by heavy-atom count, lowest first.
no. | structure | MITF TRPM1 inh | NR2E3 ag-1 | HIF-2a block
19 | COP(=O)(OC)C(O)C(Cl)(Cl)Cl (stereo not drawn) | · | 1 | ·
22 | Cn1cccc1CNCCc1ccccc1 | · | 1 | ·
23 | CCNc1cc(N2CCNCC2)ccc1[N+](=O)[O-] | · | 2 | ·

no. | CaV13 FRET inh | NR2E3 ag-2
19 | · | ·
22 | · | ·
23 | · | ·

(further entries)
no. | structure | MITF TRPM1 inh | NR2E3 ag-1 | HIF-2a block
31 | N#Cc1ccc2nc(-c3ccc(CN4CCC(n5nnc6ccccc65)CC4)cc3)c(-c3ccccc3)nc2c1 | · | · | ·
32 | COc1ccc(N2C(=O)/C(=C/C=C/c3ccccc3[N+](=O)[O-])C(=O)NC2=S)cc1 | · | · | ·
33 | N#Cc1ccc(NC(=S)N2Cc3ccc(Br)cc3-n3nncc3C2)cc1 | · | · | ·
34 | Cc1cccc2nc(-c3ccccc3)c(-c3ccc(CN4CCC(n5c(=O)[nH]c6cc(Cl)ccc65)CC4)cc3)nc12 | · | · | ·
35 | CC(=O)C1=C(C)OC2=C(C(=O)CCC2)[C@@]12C(=O)N(C)c1ccccc12 | · | · | ·
36 | COc1cccc(-c2ccc3c(c2)C2c4cnnn4-c4ccccc4C(=O)N2CC3)c1 (stereo not drawn) | · | · | ·
37 | c1ccc(CCN2CCC3CCNC3C2)cc1 (stereo not drawn) | · | · | ·
38 | Fc1ccc2nc(-c3ccc(CN4CCC(n5nnc6ccccc65)CC4)cc3)c(-c3ccccc3)nc2c1 | · | · | ·
39 | Clc1cc(Cl)cc(CN2Cc3cc(Br)ccc3-n3nncc3C2)c1 | · | · | ·
40 | COc1cccc(NC2=NCCS2)c1 | · | · | ·
41 | O=S(=O)(c1ccc(Cl)cc1)N1Cc2ccc(Br)cc2-n2nncc2C1 | · | · | ·
42 | Cc1ccc(OC(=O)N(C)C[C@H]2OCc3cnnn3CCCC(=O)N([C@@H](C)CO)C[C@@H]2C)cc1 | · | · | ·
43 | CN1CC[C@@H]2CN[C@H](c3ccccc3Br)C[C@@H]21 | · | · | ·
44 | Cc1cc(O)ccc1Cl | · | · | ·
45 | Cc1ccc(C(=O)NCCN2CCC3(CC2)C(=O)NCN3c2ccccc2)cc1 | · | · | ·

no. | CaV13 FRET inh | NR2E3 ag-2
31 | -9 | ·
32 | -5 | ·
33 | -4 | ·
34 | -14 | ·
35 | -4 | ·
36 | -4 | ·
37 | -10 | ·
38 | -12 | ·
39 | -3 | ·
40 | -11 | ·
41 | -4 | ·
42 | -6 | ·
43 | -4 | ·
44 | -4 | ·
45 | -10 | ·

(cont.)
no. | structure | MITF TRPM1 inh | NR2E3 ag-1 | HIF-2a block
46 | Cc1cc(N2CCNC[C@@H]2C)ccc1N1CCN[C@@H](C)C1 | · | · | ·
47 | O=C(c1ccccc1)N1Cc2cc(Br)ccc2-n2nncc2C1 | · | · | ·
48 | c1ccc2c(CNC3CCCCC3)c[nH]c2c1 | · | 1 | ·
49 | CCN1CCN(Cc2cc(OC)c(OC)cc2[N+](=O)[O-])CC1 | · | -1 | ·
50 | COc1cc2c(cc1OC)C(c1c(O)n(CCc3ccccc3)c(=S)[nH]c1=O)NCC2 (stereo not drawn) | · | -1 | ·
51 | O=C1NC(=O)N(c2ccccc2)C(=O)/C1=C\c1ccc([N+](=O)[O-])s1 | · | -1 | ·
52 | C/C(=N\NC(=O)c1ccncc1)c1c(O)[nH]c(=O)[nH]c1=O | · | 2 | ·
53 | CC(C)Oc1ccc(Cc2c(O)[nH]c(=O)[nH]c2=O)cc1 | · | -3 | ·
54 | O=C1NC(=O)C(=Cc2ccc3c(c2)OCO3)C(=O)N1 | · | -6 | ·
55 | C[C@H]1COc2cc(N3CCN(C)CC3)ccc2S(=O)(=O)N1 | · | · | 2
56 | c1ccc(N2[C@@H]3CC[C@H]2c2ccncc2C3)cc1 | · | · | 7
57 | CCOC(=O)[C@]12Cc3cc(Cl)ccc3[C@H]1N(Cc1ccccc1)C(=O)c1cc(OC)ccc12 | · | · | 37
58 | Cc1cccc2nc(-c3ccccc3)c(-c3ccc(CN4CCC(n5c(=O)[nH]c6ccccc65)CC4)cc3)nc12 | · | · | -20
59 | CCOC(=O)[C@]12Cc3cc(Cl)ccc3[C@H]1N(C)C(=O)c1cc(OC)ccc12 | · | · | 28
60 | Cc1cc(Br)cn2c(CC(=O)N3CCCCC3)c(-c3ccc(F)cc3)nc12 | · | · | 20

no. | CaV13 FRET inh | NR2E3 ag-2
46 | -2 | ·
47 | -4 | ·
48 | -5 | ·
49 | -7 | ·
50 | -2 | ·
51 | -5 | ·
52 | -7 | ·
53 | -7 | ·
54 | -5 | ·
55 | · | -7
56 | -15 | ·
57 | -9 | -23
58 | -4 | -14
59 | -8 | -17
60 | -5 | -23

Remaining list, next part.
no. | structure | MITF TRPM1 inh | NR2E3 ag-1 | HIF-2a block
61 | CCOC(=O)[C@]12Cc3ccccc3[C@H]1N(C1CCCCC1)C(=O)c1cc(OC)ccc12 | · | · | 82*
62 | O=c1[nH]c2ccccc2n1C1CCN(Cc2ccc(-c3nc4ccc(F)cc4nc3-c3ccccc3)cc2)CC1 | · | · | -26
63 | COC(=O)[C@@]1(Sc2ccc(C)cc2)CC(=O)N(P(=O)(OC)OC)[C@@H]1c1ccccc1 | · | · | -1
64 | CCOC(=O)[C@]12Cc3c(cc(OC)c(OC)c3OC)[C@H]1N(C(C)C)C(=O)c1cc(OC)ccc12 | · | · | 26
65 | CO[C@H]1C=CCCC=CC(=O)O[C@H]([C@H](C)C(=O)CCCC2CC(=O)NC(=O)C2)C(C)=C[C@@H](C)[C@@H]1O | · | · | 37
66 | N#Cc1ccc2nc(-c3ccc(CN4CCC(n5c(=O)[nH]c6ccccc65)CC4)cc3)c(-c3ccccc3)nc2c1 | · | · | -30
67 | CCOC(=O)[C@]12Cc3ccc(C)cc3[C@H]1N(C1CCCCC1)C(=O)c1ccccc12 | · | · | 81*
68 | CCCCCN1C(=O)c2cc(OC)ccc2[C@@]2(C(=O)OCC)Cc3cc(Cl)ccc3[C@@H]12 | · | · | 80*
69 | CCOC(=O)[C@]12Cc3cc(C)ccc3[C@H]1N(Cc1ccccc1)C(=O)c1cc(OC)ccc12 | · | · | 23
70 | CCOC(=O)[C@]12Cc3cc4ccccc4cc3[C@H]1N(Cc1ccccc1)C(=O)c1ccccc12 | · | · | 36
71 | CCCCCN1C(=O)c2ccccc2[C@@]2(C(=O)OCC)Cc3cc(Cl)ccc3[C@@H]12 | · | · | 30
72 | CCOC(=O)[C@]12Cc3c(cc(OC)c(OC)c3OC)[C@H]1N(C)C(=O)c1cc(OC)ccc12 | · | · | 27
73 | CCOC(=O)[C@]12Cc3cc(Cl)ccc3[C@H]1N(C1CCCCC1)C(=O)c1cc(OC)ccc12 | · | · | 89*

no. | CaV13 FRET inh | NR2E3 ag-2
61 | -6 | -2
62 | -6 | 21
63 | -7 | -27
64 | -8 | -26
65 | -10 | 4
66 | -5 | 40
67 | -6 | 12
68 | -7 | -25
69 | -11 | -39
70 | -8 | -54
71 | -9 | -33
72 | -8 | -28
73 | -7 | 100*

Individual results from above:
entry 65 in HIF-2a block is entered as 37
entry 72 in NR2E3 ag-2 is entered as -28

Only part of the results is shown, so the mix of outcomes need not match the whole.
